# Source: PubChem (National Center for Advancing Translational Sciences (NCATS))
# FUS suppressor – qHTS for Suppressors of FUS Proteinopathy: Primary screen using FUS-linked yeast assay | S. cerevisiae FUS-expressing, growth rescue, OD600, 24 h | 390,000 compounds, 0.24% hits | Potency, µM (series often up to 76.6 µM), inactives show top-dose growth rescue (activation), usual class: activators; active = well fitted activation curve with a large enough effect; inconclusive = small, poorly fitted or top-dose-only effect; inactive = no such curve, though single readings can be large or run the other way;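 also: plate controls were DMSO vehicle for no effect and reference control for full effect; nearly all actives have a fitted effect of over 55% in size; some results filed as inactive show a strong effect at the top dose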
#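 S. cerevisiae expressing FUS from galactose induction served as the toxicity model. Growth after 24hr at 30C, read as absorbance at 600 nm, indicates suppression of toxicity; compounds dosed at several concentrations.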
# Starred values were filed as active, the others as inactive; ? = inconclusive; & = joins results of further samples. Potency is read from the fitted curve at half-maximal effect. The list is partial. The share of hits here may be higher or lower than overall.
smiles,FUS suppressor
O=C(Nc1ccc(F)cc1)OCCCN1C(=O)CCC12CCCCC2,6%
COC(=O)c1cn(-c2ccc3c(c2)[C@@]2(CC(=O)N(C)C2c2ccccc2)C(=O)N3CC(C)C)nn1 (some centres undefined),14%
CCOC(=O)[C@]12CCCC3=C1N(CCC3)C(=O)[C@@H](CC(=O)NCC13CC4CC(CC(C4)C1)C3)C2,45%
O=C(Nc1ccccc1F)O[C@@H]1CC[C@@]23CCCN2C(=O)CCC[C@H]3C1,-2%
C=CCCC(=O)N[C@H]1CC[C@@]23CCCN2C(=O)CCC[C@H]3[C@H]1C,-10%
Oc1ccc(CNc2ccc(C(F)(F)F)cc2F)c2cccnc12,33%
CC(=O)NC(Cc1ccccc1)P(=O)(O)O (centres undefined),9%
O=C(C1CCCN1S(=O)(=O)c1ccccc1[N+](=O)[O-])N1CCN(c2ccccc2)CC1 (centres undefined),38%
COc1ccccc1CC(=O)NCCN1C(=O)C2C3C=CC(C3)C2C1=O (centres undefined),-9%
O=C(c1cccc(I)c1)N1CCC(Oc2cccnc2)CC1,18%
CCN(CC)C(=O)CC[C@@H]1CC[C@]2(CCCN(C(=O)C(C)(C)C)C2)O1,-4%
COCCCNC(=O)C[C@H]1C[C@@]2(C(=O)OC)C(=C[C@H](COCc3ccccc3)O[C@@H]2C)N(Cc2ccccc2)C1=O,19%
Cc1ccc(NC(=O)NNC(=O)CCn2nc(C)c([N+](=O)[O-])c2C)cc1C,1%
COc1ccc(N2CCN(CCNS(=O)(=O)c3cccs3)CC2)cc1,6%
COC(=O)[C@]1(CNS(=O)(=O)c2ccc(F)cc2)CC(=O)N(C)[C@@H]1c1ccccc1,-12%
O=C(CCCC1=NS(=O)(=O)c2ccccc2N1)N1CCN(c2ccccc2Cl)CC1,15%
COc1ccc(CCN(Cc2cccs2)S(=O)(=O)c2ccccc2)cc1OC,?
Clc1ccc(-n2c(SCc3cccc4ccccc34)nnc2-c2ccco2)cc1,?
COC(=O)[C@]12C[C@H](CC(=O)N3CCN(C(=O)C4CC4)CC3)C(=O)N(Cc3ccc4c(c3)OCO4)C1=C[C@H](C(C)C)O[C@@H]2C1CC1,?
COc1ccc(OC)c(NC(=O)O[C@@H]2CC[C@@]34CCCN3C(=O)CCC[C@H]4C2)c1,10%
COC(=O)[C@]12C[C@H](CC(=O)NCCc3ccccc3OC)C(=O)N(Cc3ccco3)C1=C[C@H](C(C)C)O[C@@H]2C1CC1,41%
CCCCOC(=O)CCN1C(=O)/C(=C/c2ccccc2)SC1=S,6%
COc1ccc2c(C(C)c3ccc(N)cc3)cn(C)c2c1 (centres undefined),17%
COc1ccc(-c2noc(C3CCCN(C(=O)Nc4cccc(C)c4)C3)n2)cc1 (centres undefined),?
Cc1ccccc1S(=O)(=O)N1CCC(c2nc3ccccc3o2)CC1,1%
O=C(C1CCCN1S(=O)(=O)c1ccc(Br)s1)N1CCN(c2ccccc2)CC1 (centres undefined),25%
O=C(CSc1nnc(-c2cccnc2)n1-c1ccccc1)Nc1cccc2ccccc12,12%
O=S(=O)(N[C@@H]1CCCC[C@@H]1N1CCOCC1)c1ccc(Cl)cc1,-2%
O=C(NC1CCCCN(Cc2ccc(Cl)cc2)C1=O)c1cccc(F)c1 (centres undefined),0%
COC(=O)C[C@@H]1CC[C@H]2[C@@H](COc3ccc(NC(=O)Nc4ccccc4)cc3C(=O)N2C)O1,2%
O=C(Nc1ccc(Cl)c(Cl)c1)c1cccc2c1-c1ccccc1C2=O,6%
O=S1(=O)c2c(NCc3ccco3)cccc2Oc2ccccc2CN1Cc1cn(Cc2ccc(Cl)cc2)nn1,?
CCCCCCC/C=C(\C)[C@@H](O)[C@@H](C)C(=O)N1CCC[C@@H]1C(=O)O,17%
Cc1cccc(NC(=O)NN(C(=O)c2ccccc2Cl)C(C)(C)C)c1,8%
COc1ccc(CNC(=O)O[C@H]2CC[C@@]34CCCN3C(=O)CCC[C@H]4C2)cc1OC,-2%
CC(=O)N1c2ccccc2C(=O)NCC1C(=O)NC(C)(C)C (centres undefined),-10%
COc1ccc2c(c1)CCCN2C(=O)C1CCCN(S(=O)(=O)c2ccccc2)C1 (centres undefined),28%
Nn1c(SCC(=O)Nc2ccccc2-c2ccccc2)nnc1-c1cc(-c2ccccc2)n[nH]1,-12%
CC(NCc1ccco1)C(=O)N1CCCCC1 (centres undefined),29%
Cc1ccccc1CC(=O)N1CCC(n2nnc3ncccc32)CC1,-18%
CCCC[C@H](C(=O)N(C)c1cccc(OC)c1)[C@@H](O)c1ccc2ccccc2c1,39%
CC(C)(C)OC(=O)NCc1cc(F)ccc1/C=C/S(=O)(=O)NCCc1ccccc1,13%
COC(=O)C[C@H]1CC[C@H]2[C@H](COc3ccc(NS(=O)(=O)c4cccc(OC)c4)cc3C(=O)N2C)O1,20%
Cc1cccc(CCNC(=O)c2ccc(Sc3ccccc3Cl)c([N+](=O)[O-])c2)c1,-7%
CCOC(=O)c1cccc(NC(=O)CN(C)S(=O)(=O)c2ccc(Br)s2)c1,40%
COC(=O)[C@]1(C#N)CC(=O)N(C(C)C)[C@@H]1c1ccccc1,-24%
COc1ccc(-n2c(SCC(=O)Nc3ccc(OCc4ccccc4)cc3)nnc2-c2ccc(C)cc2)cc1,3%
COC(=O)[C@@]1(C(C)C)N=C(c2cc(OC)c(OC)c(OC)c2)[C@]2(O1)C(=O)N(Cc1cn(Cc3ccccc3)nn1)c1ccc(F)cc12,?
CCCCc1ccc(-c2noc(CCC(=O)NCC)n2)cc1,9%
Cc1ccccc1N1CCN(C2=Nc3ccccc3Sc3ccccc32)CC1,29%
O=C(Cc1ccccc1F)N1CCC(n2nnc3ncccc32)CC1,-4%
O=C(NCc1ccccc1Cl)C1CCC(CNS(=O)(=O)c2cccc3cccnc23)CC1 (centres undefined),30%
O=C(NCc1ccc(C(=O)N2CCCN(Cc3ccccc3)CC2)cc1)c1cccc(Br)c1,8%
CCn1c(SCC(=O)Nc2ccc(C(N)=O)cc2)nc2sc(C)c(C)c2c1=O,2%
COC(=O)C[C@@H]1CC[C@H]2[C@H](COc3ccc(NC(=O)c4cccc(C(F)(F)F)c4)cc3C(=O)N2C)O1,20%
CCn1c(COc2ccc(C)cc2)nnc1SCC(=O)Nc1ccccc1-c1ccccc1,?
COC(CNC(=O)[C@H](Cc1ccccc1)NC1(C(=O)NC2CCCCC2)CCCC1)OC,16%
Cc1ccc(CN2CCCCC(NC(=O)c3ccc(COc4ccccc4)cc3)C2=O)cc1 (centres undefined),44%
CCOC(=O)[C@]12CCCC=C1N(CCCOC)C(=O)[C@@H]2CC(=O)NCCc1ccccc1OC,12%
C[C@H]1[C@H](c2ccccc2)OC(O)([C@H](Cc2ccccc2)NC(=O)OC(C)(C)C)CN1C (some centres undefined),0%

# Laid out differently: four of the compounds above.
> CCn1c(SCC(=O)Nc2ccc(C(N)=O)cc2)nc2sc(C)c(C)c2c1=O
  FUS suppressor: 2%

> Cc1ccccc1N1CCN(C2=Nc3ccccc3Sc3ccccc32)CC1
  FUS suppressor: 29%

> O=C(NCc1ccccc1Cl)C1CCC(CNS(=O)(=O)c2cccc3cccnc23)CC1 (centres undefined)
  FUS suppressor: 30%

> COC(CNC(=O)[C@H](Cc1ccccc1)NC1(C(=O)NC2CCCCC2)CCCC1)OC
  FUS suppressor: 16%

# Additional results:
smiles,FUS suppressor
CC(=O)N1CCN(C(=O)CSc2nc3cccnc3n2C)CC1,-15%
CCc1ccc(CCNC(=O)OC2CC3CC2[C@H]2CCCCN2[C@H]3C)cc1 (some centres undefined),10%
CCOc1ccc(CCNC(=O)Cc2ccccc2)cc1OCC,-7%
C[C@H]1[C@@H](OC(=O)Nc2cccc(Cl)c2)CC[C@@]23CCCN2C(=O)CCC[C@@H]13,9%
CN(CCOC(=O)CSc1ccccc1)C1CN(Cc2cn(Cc3ccccc3F)nn2)S(=O)(=O)C1 (centres undefined),-3%
CCCCCc1cccc2[nH]cc(-c3ccccc3)c12,-9%
CCCC1CCC2(CC1)CCC2OC(=O)Nc1cccc(C(F)(F)F)c1 (centres undefined),-7%
COC(=O)Cn1nc(-c2ccccc2)c2cccc(C(F)(F)F)c21,-10%
COc1ccccc1N1CCN(N=Cc2ccccc2Br)CC1,8%
COC1=C[C@H](C(=O)NCc2ccc(Br)cc2)[C@H](C)[C@@H](c2ccccc2)CC1=O,?
O=C(NCc1ccccc1)c1ccc(CO)cc1,-22%
Cc1nc(N2CCN(C(=O)C3CCCCC3)CC2)c2c3c(sc2n1)CCCC3,38%
O=S1(=O)c2c(cccc2N2CC[C@@H](O)C2)OCCCN1C1CC1,-16%
CN1C(=O)c2cc(NS(C)(=O)=O)ccc2OC[C@@H]2O[C@@H](CC(=O)NCc3ccc(-c4ccccc4)cc3)CC[C@H]21,13%
COc1ccc(-c2noc(C3CCCN(C(=O)N[C@@H]4C[C@H]4c4ccccc4)C3)n2)cc1 (some centres undefined),?
Cc1ccc(C(=O)C2CCN(CC(=O)N(C)C3CCCCC3)CC2)cc1,15%
O=C1CCC[C@H]2Cc3nc4ccccc4cc3C[C@]23CCCN13,-7%
O=C(N1CCCC1)n1ncc(-c2ccc(-c3ccccc3)cc2)n1,-2%
CCOC(=O)[C@]12CCCCC/C=C\1N(Cc1ccc(OC)cc1)C(=O)[C@H]2CC(=O)N1CCCC1,16%
Cn1ccnc1CN1CCC[C@]2(CC[C@H](CCC#N)O2)C1,-6%&-25%
CN1C(=O)c2cc(NC(=O)Nc3ccccc3)ccc2OC[C@H]2O[C@@H](CC(=O)N[C@H]3CCN(Cc4ccccc4)C3)CC[C@@H]21,10%
CCOC(=O)N1CCN(C(=O)C[C@H]2C[C@@]3(C(=O)OC)C(=C[C@H](C(C)C)O[C@@H]3C3CC3)N(Cc3ccc4c(c3)OCO4)C2=O)CC1,64%
CCOC(=O)CNC(=O)CSc1nnc(-c2ccc(C(C)(C)C)cc2)n1-c1ccc(Cl)cc1,?
O=C(OCc1cn(Cc2ccc(F)cc2F)nn1)N1CCCC1,-9%

# Molecules above containing an NH in an aromatic ring:
smiles,FUS suppressor
Nn1c(SCC(=O)Nc2ccccc2-c2ccccc2)nnc1-c1cc(-c2ccccc2)n[nH]1,-12%
CCCCCc1cccc2[nH]cc(-c3ccccc3)c12,-9%

# (more compounds)
smiles,FUS suppressor
CCOC(=O)CC[C@H]1CC[C@]2(CCCN(C3CCCCC3)C2)O1,-8%
c1ccc(-c2cc(-c3nnc4sc(Cc5cccs5)nn34)[nH]n2)cc1,?
COc1ccc(S[C@]2(C(=O)N3CCN(c4ncccn4)CC3)CC(=O)N(C(=O)CCc3ccccc3)[C@@H]2c2ccc(OC)cc2)cc1,-10%
C[C@H]1[C@@H](NC(=O)C2CCCCC2)CC[C@@]23CCCN2C(=O)CCC[C@@H]13,-12%
COc1ccc(/C=N\NC(=O)Cc2cccs2)c(OC)c1OC,11%
O=C(Cn1c(=O)c2cccn2c2cccnc21)NCCCN1CCN(c2ccc(Cl)cc2)CC1,0%
CN(C)c1ccc(C(=O)NCCc2ccccc2-c2ccccc2CCC(=O)NCc2ccccc2)cc1,-11%
CC(C)CNC(=O)C1CSCCS(=O)(=O)N1Cc1ccc(F)cc1 (centres undefined),-20%
Cc1ccc(NC(=O)Cn2nnc(-c3ccncc3)n2)cc1C,8%
COc1ccc(C(=O)Nc2ccc3c(c2)C(=O)N(C)[C@H]2CC[C@H](CC(=O)NCC4CC4)O[C@@H]2CO3)cc1,14%
Cc1c[nH]c2cccc(-c3cc4ccccc4o3)c12,13%
Nn1c(SCC(=O)Nc2nccs2)nnc1-c1cc(-c2ccc(Cl)cc2)n[nH]1,19%
CCOC(=O)[C@]12CCCCC/C=C\1N(CCc1ccc(Cl)cc1)C(=O)[C@H]2CC(=O)N1CCC(c2ccccc2)CC1,?
O=C(Nc1c(-c2ccc(F)cc2)nc2ncccn12)C1CC1,-7%
O=C(c1ccc(F)cc1Cl)N(Cc1ccccn1)CC1CCCO1 (centres undefined),10%
O=C(O)c1ccc(C=Nn2c(-c3ccc(F)cc3)n[nH]c2=S)cc1,6%
O=S1(=O)c2c(cccc2N2CC[C@H](O)C2)O[C@@H]2CCN1C2,-9%
CN1CC=C(c2ccc(C(F)(F)F)cc2)N(c2ccc(Br)cc2)C1=O,16%
O=C(CSc1nnc(COc2ccc(Cl)cc2)n1Cc1ccco1)Nc1ccc(OCc2ccccc2)cc1,11%
CN(CCOC(=O)c1cccs1)C1CN(Cc2cn(Cc3ccccc3Cl)nn2)S(=O)(=O)C1 (centres undefined),20%
Nc1[nH]c(C(=O)c2ccc(Br)cc2)c(-c2ccc(Br)cc2)c1C(=O)N1CCCCC1,23%
O=C(CSc1nc2ccccc2nc1N1CCOCC1)N1CCN(S(=O)(=O)c2cccc([N+](=O)[O-])c2)CC1,?

# Ordered by length of the SMILES (highest first): part of the list above.
smiles,FUS suppressor
CN1C(=O)c2cc(NC(=O)Nc3ccccc3)ccc2OC[C@H]2O[C@@H](CC(=O)N[C@H]3CCN(Cc4ccccc4)C3)CC[C@@H]21,10%
COC(=O)[C@]1(CNS(=O)(=O)c2ccc(F)cc2)CC(=O)N(C)[C@@H]1c1ccccc1,-12%
CC(=O)NC(Cc1ccccc1)P(=O)(O)O (centres undefined),9%
